XIAP displacement: small molecules displacing peptide from XIAP – biochemical, IAP family, fluorescence polarization (AID 1018). XIAP BIR domain, fluorescence polarization peptide displacement; higher % means a stronger effect. one-dose displacement, % at 20 µM; IC50 in µM for titrated hits. 200,000 compounds, 0.007% hits; in the data active means displacement above about 50%; further: a part of the inactive calls stands beside numbers as strong as those of hits
M1AAP inhibition: P. falciparum M1AAP inhibitors, biochemical, fluorogenic H-Leu-NHMec substrate, 1536-well (AID 1445). inhibition, % at 30 µM; hits with a dose series show IC50 in µM. 220,000 compounds, 0.42% hits. recombinant M1AAP, H-Leu-NHMec fluorogenic kinetic assay; higher % means a stronger effect;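 active means primary inhibition above the hit cutoff, then over 50% inhibition at one or more dose response concentrations, cut at about 23% in these data, passing the limit was not always enough; inconclusive means conflicting primary data, or primary hits not chosen for dose response; inactive means low primary inhibition, or under 50% at every dose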;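 further: plate controls were DMSO full reaction for no effect and no enzyme background for full effect; strong numbers were not always called active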
LYP inhibition: PTPN22 lymphoid phosphatase activity blockers – biochemical, fluorescence intensity, uHTS (AID 1779); recombinant LYP phosphatase, fluorescence intensity; higher % means a stronger effect; inhibition, % at 11.5 µM; hits with a dose series show IC50 in µM; 290,000 compounds, 0.054% hits;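 further: plate controls were vehicle with enzyme for no effect and no enzyme for full effect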
M17LAP inhibition: P. falciparum M17LAP inhibitors, primary screen, biochemical, fluorogenic H-Leu-NHMec substrate, 1536-well (AID 1619); recombinant M17LAP, H-Leu-NHMec fluorogenic kinetic assay; higher % means a stronger effect; inhibition, % at 30 µM; hits with a dose series show IC50 in µM; 220,000 compounds, 0.38% hits;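 active means compound inhibiting the enzyme by more than half at any dose during confirmatory dose-response retesting; inconclusive means strong single-dose inhibitors picked by rank but not retested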;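 further: plate controls were full reaction with DMSO carrier for no effect and no enzyme background for full effect; strong numbers were not always called active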
PMI inhibitors: inhibitors of human PMI, primary screen, biochemical, fluorescence intensity, coupled assay (AID 1209); one-dose inhibition, % at 20 µM; IC50 in µM for titrated hits; 190,000 compounds, 0.42% hits; purified PMI enzyme, coupled fluorescence intensity; higher % means a stronger effect;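 further: plate controls were DMSO vehicle for no effect and wells lacking substrate for full effect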
Siah-1 displacement: Siah-1 peptide-binding antagonists, primary screen, biochemical, fluorescence polarization, rhodamine-plectin, uHTS (AID 1817). Siah-1 / rhodamine-plectin peptide fluorescence polarization; higher % means a stronger effect. one-dose displacement, % at 20 µM; IC50 in µM for titrated hits. 290,000 compounds, 0.02% hits;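 active means displacement of at least 50% at 20 µM, with a fluorescence ratio check between 0.3 and a set limit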;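 further: plate controls were Siah plus tracer with DMSO for no effect and tracer alone without Siah for full effect; strong numbers were not always called active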
AID2073: inhibitors of Mint1-CaV2.2 protein interaction, biochemical, HTRF (AID 2073); one-dose inhibition, % at 20 µM; IC50 in µM for titrated hits; HTRF protein-protein interaction, Mint1-CaV2.2; higher % means a stronger effect; 290,000 compounds, 0.19% hits; in the data active means inhibition mostly above about 51%, no sharp cut-off; inconclusive means no clear call, values can overlap the other calls; inactive means mostly below about 53%; further: some results filed as inactive read as strong as hits
human PMI inhibitors: MPI inhibition at elevated mannose 6-phosphate – biochemical, fluorescence intensity, high mannose 6-phosphate, primary screen (AID 1220) | recombinant PMI enzyme, coupled fluorescence intensity; higher % means a stronger effect | inhibition, % at 20 µM, or IC50 in µM where a hit was titrated | 190,000 compounds, 0.66% hits
Dynein cargo inh: blocks dynein driven cargo transport along microtubules; 220,000 compounds, 0.47% hits; z-score, hits read low; AID 1381; 3617.4 mouse cells, GR-EGFP nuclear translocation imaging; test concentration mostly 20 µM; stimulated with dexamethasone, 1 µM; hits give low values;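 active means plate z-score of nuclear minus cytoplasmic receptor signal below a set negative limit, without overly bright fluorescence or cell loss, cut at about -3.5 in these data, passing the limit was not always enough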;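 further: z-score of nuclear minus cytoplasmic ring GR-EGFP intensity difference per well; some compounds called inactive have numbers as strong as hits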
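Buffer or medium: tet-free, stripped-serum medium; reagent: dexamethasone at 1.0 µM final, 30 min; incubation: 48 h induction, 1 h compound, 30 min dex at 37 °C; measured by: formaldehyde fixation, Hoechst nuclear stain, 10x automated fluorescence imaging; read-out: nuclear-to-cytoplasmic GR-EGFP distribution per well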
Dynein cargo inh cytoplasmic EGFP: second read-out of Dynein cargo inh, no call of its own (marks repeat the call); z-score; measured here: cytoplasmic GR-EGFP intensity; hits give high values
Dynein cargo inh nuclear GR-EGFP: further read-out of Dynein cargo inh, marked with its call; z-score; measured here: nuclear GR-EGFP intensity;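 lower value marks the stronger effect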
Dynein cargo inh cell count: also measured in Dynein cargo inh; calls as there; z-score; measured here: cell count per field
* marks the source's active call; other numbers are inactive results; ? = inconclusive; · = not tested or not shown. Unless noted, no stated cut-off is given here; in the data, active means inhibition above about 50%; inactive means the rest.

Sequence of screens – XIAP displacement	M1AAP inhibition	LYP inhibition	M17LAP inhibition	PMI inhibitors	Siah-1 displacement	AID2073	human PMI inhibitors	Dynein cargo inh	Dynein cargo inh cytoplasmic EGFP	Dynein cargo inh nuclear GR-EGFP	Dynein cargo inh cell count
> CC(=O)OCC(=O)[C@@]1(O)CC[C@H]2[C@@H]3CCC4=CC(=O)C=C[C@]4(C)[C@@]3(Cl)[C@@H](Cl)C[C@@]21C
  ·	-13%	1%	-7%	·	0%	10%	·	-1.4	-0.7	-0.54	-0.21
> CCOc1ccccc1CNCCNCC(C)O (stereo unspecified)
  -15%	1%	-9%	-2%	9%	1%	-1%	9%	-0.61	-0.28	-0.32	0.9
> O=C(NCCCN1CCOCC1)c1ccc(CS(=O)(=O)c2cccc(C(F)(F)F)c2)o1
  -3.8%	0%	-4%	-3%	3%	-2%	-4%	6%	0.032	-0.21	0.18	0.093
> Cc1c(-c2ccccc2)sc2nc[nH]c(=S)c12
  -4.8%	-1%	0%	-5%	-24%	8%	18%	-9%	-0.21	-0.0056	-0.3	0.55
> COc1ccc(-n2nnc3c(=O)n(CC(=O)Nc4cc(C)on4)cnc32)cc1
  -0.1%	4%	-4%	-5%	-4%	-2%	?	5%	-0.45	-0.15	0.16	-0.46
> OC1CCCN(c2c3c(nc4cc(-c5cccc(Cl)c5)nn24)CCC3)C1 (stereo unspecified)
  -2.9%	12%	-8%	-10%	0%	-9%	20%	4%	-0.067	-0.23	-0.39	-0.35
> CN1C(CC(=O)Nc2ccc(Br)cc2)c2ccccc2CC1(C)C (stereo unspecified)
  -6.4%	5%	1%	0%	4%	-12%	1%	4%	-0.94	-0.22	-0.35	0.62
> CN1CCN(Cc2cc(COCc3ccccc3)c3cccnc3c2O)CC1
  -5.4%	-24%	-8%	9%	44%	-3%	1%	11%	-0.69	-0.38	-0.17	1
> COc1ccccc1C1=NOC(Cn2c(NCCCO)nc3c2c(=O)n(C)c(=O)n3C)C1 (stereo unspecified)
  ·	1%	-7%	4%	·	-7%	9%	·	-0.46	-0.23	-0.19	0.19
> CC(C)(C)n1nnnc1C(c1cccc(C#N)c1)N1CCCc2ccccc21 (stereo unspecified)
  1.2%	9%	3%	10%	-11%	3%	-5%	11%	1	0.04	0.69	-0.29
> CCn1c(SCC(=O)N/N=C/c2ccccc2OCC(=O)O)nnc1-c1ccc(OC)cc1
  -14%	18%	-3%	30%	-15%	-9%	2%	-7%	-0.51	-0.25	-0.34	2.4
> CCOC(=O)c1cc(NC(=O)c2cccnc2)ccc1N1CCOCC1
  16%	1%	-6%	-6%	2%	-5%	6%	-11%	-0.44	-0.33	-0.28	0.71
> COC(=O)C(C)Sc1ncnc2c1c(-c1ccccc1)cn2-c1ccc(OC)cc1 (stereo unspecified)
  -4.2%	0%	-1%	-50%	16%	2%	4%	12%	-0.76	-0.29	-0.6	0.83
> O=C1Nc2cc(Cl)c(Cl)cc2N(O)N1c1ccc(Cl)c(Cl)c1
  -8.2%	-1%	-7%	9%	6%	2%	-3%	7%	0.1	-0.27	-0.83	0.31
> CC(=O)N1CCc2cc(S(=O)(=O)NC(CC(C)C)C(=O)Nc3cc(C)ccn3)ccc21 (stereo unspecified)
  6.9%	7%	1%	0%	4%	0%	-3%	8%	-1.1	-0.26	-0.28	0.57
> CCOC(=O)C1(Nc2nccs2)Sc2ccccc2NC1=O (stereo unspecified)
  1.5%	-5%	-1%	4%	-10%	3%	-6%	-11%	-0.91	-0.2	-0.22	0.28
> CCN(CC)Cc1ccccn1
  ·	-3%	-7%	4%	·	2%	13%	·	0.76	-0.27	0.25	-0.34
> O=[N+]([O-])c1ccccc1S(=O)(=O)N1CCN(Cc2ccsc2)CC1
  -9.5%	5%	4%	12%	11%	-1%	-5%	8%	-0.48	-0.34	0.3	0.67
> O=C(NC(=S)NCc1nc2ccccc2[nH]1)c1ccccc1F
  -5.0%	4%	-7%	2%	-2%	-1%	8%	-13%	-0.021	-0.22	0.23	-0.75
> Cc1ccc(N(C(C)C(=O)Nc2ccc3c(c2)OCO3)S(C)(=O)=O)cc1 (stereo unspecified)
  -6.0%	0%	4%	-1%	17%	-1%	-4%	12%	-0.15	-0.3	-0.15	1.1

Arranged by length of the SMILES (largest number first): part of the list above
Sequence of screens – XIAP displacement	M1AAP inhibition	LYP inhibition	M17LAP inhibition	PMI inhibitors	Siah-1 displacement	AID2073	human PMI inhibitors	Dynein cargo inh	Dynein cargo inh cytoplasmic EGFP	Dynein cargo inh nuclear GR-EGFP	Dynein cargo inh cell count
> O=[N+]([O-])c1ccccc1S(=O)(=O)N1CCN(Cc2ccsc2)CC1
  -9.5%	5%	4%	12%	11%	-1%	-5%	8%	-0.48	-0.34	0.3	0.67
> CCOC(=O)c1cc(NC(=O)c2cccnc2)ccc1N1CCOCC1
  16%	1%	-6%	-6%	2%	-5%	6%	-11%	-0.44	-0.33	-0.28	0.71
> CCOC(=O)C1(Nc2nccs2)Sc2ccccc2NC1=O (stereo unspecified)
  1.5%	-5%	-1%	4%	-10%	3%	-6%	-11%	-0.91	-0.2	-0.22	0.28

Other structures follow:
Sequence of screens – XIAP displacement	M1AAP inhibition	LYP inhibition	M17LAP inhibition	PMI inhibitors	Siah-1 displacement	AID2073	human PMI inhibitors	Dynein cargo inh	Dynein cargo inh cytoplasmic EGFP	Dynein cargo inh nuclear GR-EGFP	Dynein cargo inh cell count
> O=C(CCS(=O)(=O)c1ccc(Br)s1)N1CCc2ccccc21
  0.4%	-2%	3%	3%	3%	-1%	-8%	-8%	-0.49	-0.33	0.064	-0.058
> CCOC(=O)c1ccc(CS(=O)c2ccc(Cl)cc2)o1 (stereo unspecified)
  8.9%	2%	-5%	9%	-4%	6%	-6%	28%	-1	0.39	-0.32	0.49
> CCc1cc2cccc(C)c2nc1SCC(=O)NNC(=O)c1ccco1
  -1.2%	1%	-3%	3%	7%	2%	10%	8%	-0.16	0.3	-0.46	1.2
> O=C(Nc1ccccc1N1CCOCC1)c1cccc(NS(=O)(=O)c2ccc(F)c(F)c2)c1
  -3.8%	5%	-4%	1%	17%	16%	-16%	21%	-0.48	-0.29	0.33	0.49
> CCN(CC)C(=O)C1CCCN(Cc2nc(-c3cnccn3)no2)C1 (stereo unspecified)
  -3.5%	1%	4%	0%	3%	0%	-3%	-3%	-0.97	-0.28	-0.36	0.47
> CCOc1cc(C(N)=O)cc(Cl)c1OCc1ccccc1
  -1.4%	3%	-4%	-1%	17%	-2%	-4%	17%	-0.53	-0.035	0.12	-0.0093
> Cc1ccc(/C=N/NC(=O)C2CCN(Cc3ccc(F)cc3Cl)CC2)o1
  2.1%	8%	-5%	0%	2%	1%	-3%	-1%	-0.28	-0.23	0.39	1
> COc1ccc2nc(C)c3c(c2c1)OC(C(C)(Cl)Br)C3 (stereo unspecified)
  ·	·	-9%	·	·	11%	3%	·	0.0012	-0.24	0.53	-0.53
> COc1ccc(N2C(=O)CC(SCC(=O)O)C2=O)cc1 (stereo unspecified)
  -14%	-3%	-1%	13%	-12%	-1%	4%	-7%	-0.41	-0.23	-0.46	0.5
> Cc1ccc(S(=O)(=O)N2CCCCC2)cc1NC(=O)COC(=O)Cc1ccc(Cl)cc1
  -6.5%	8%	0%	1%	20%	-2%	1%	2%	1.3	0.12	1.1	-1.3
> OC(CNCC1COc2ccccc2O1)COCc1cccs1 (stereo unspecified)
  -4.0%	4%	2%	-2%	-10%	4%	0%	-23%	-0.83	-0.25	-0.25	0.1
> Cc1cc(C)cc(-n2c(=O)c3sccc3n(CC(=O)NCc3ccco3)c2=O)c1
  -4.7%	-3%	-6%	4%	0%	-3%	1%	-6%	-0.26	-0.21	-0.051	0.11
> CCOC(=O)c1c(-c2ccc(OC)cc2)csc1NC(=O)COc1ccc2c(C)cc(=O)oc2c1
  -8.9%	1%	-1%	8%	-1%	-4%	3%	-5%	-0.28	-0.2	-0.29	-0.07
> CCCC(=O)OCC(=O)NCc1ccc(Cl)cc1
  -8.8%	-1%	-4%	-2%	1%	5%	-8%	4%	0.7	-0.21	0.61	-1.1
> CCC(C)NC(=O)c1cnn2c1NC(c1ccc3c(c1)OCO3)CC2C(F)(F)F (stereo unspecified)
  3.6%	7%	-8%	1%	-4%	-2%	-4%	-4%	-0.77	-0.28	-0.13	0.56
> Cc1ccc2[nH]c(=O)c(CN(CC3CCCO3)C(=O)c3ccncc3)cc2c1 (stereo unspecified)
  -2.6%	-1%	-4%	-6%	15%	0%	6%	6%	0.64	-0.21	0.11	-0.6
> O=C(Nc1ccc2oc(-c3ccccc3)nc2c1)c1ccc2c(c1)OCCO2
  -15%	4%	-2%	-10%	4%	7%	16%	3%	-0.6	-0.055	-0.071	0.08
> COCCCNC(=S)NC(=O)c1ccc(C)cc1
  -4.0%	4%	-8%	18%	5%	0%	-3%	5%	-0.58	-0.3	-0.55	0.72
> COc1ccc2ccccc2c1CNc1nnnn1C
  -5.1%	-6%	6%	0%	-10%	-3%	-10%	-2%	4	0.062	4	-2.6
> C=CCSC1=N/C(=C\c2ccc(C)o2)C(=O)S1
  -3.9%	2%	-4%	6%	6%	1%	-1%	8%	-0.066	-0.29	0.27	-0.099
> CCOc1ccc(N2CC(C(=O)NCc3ccc(F)cc3)CC2=O)cc1 (stereo unspecified)
  1.2%	8%	-4%	-8%	8%	8%	2%	6%	0.026	-0.2	-0.031	0.14
> COc1cc(Sc2ccc(C)cc2)c(OC)cc1N
  -11%	9%	1%	0%	42%	0%	-2%	67%*	-0.066	-0.23	-0.16	0.49
> CC(C)=CCC/C(C)=C/C(=O)O
  ·	-5%	-6%	-8%	·	0%	0%	·	0.54	-0.6	0.89	-1.6
> CCOC(=O)c1[nH]c2ccc(OC)cc2c1NC(=O)c1nonc1C
  -4.0%	4%	-2%	1%	8%	0%	-6%	10%	1.4	-0.15	0.74	-0.59
> Cc1nnc(SCC(=O)N(C)C2CCS(=O)(=O)C2)n1Cc1ccccc1 (stereo unspecified)
  -0.5%	5%	-2%	6%	-2%	4%	5%	-7%	-0.89	0.039	-0.28	-0.095
> CN1CCN(NC(=O)c2ccc(Cl)cc2Cl)CC1
  -7.4%	4%	-9%	-1%	-7%	-9%	6%	-11%	3.6	0.0061	2.6	-2.6
> CC(CC(=O)NCC1CCCO1)c1ccccc1 (stereo unspecified)
  -4.6%	6%	4%	-5%	2%	4%	5%	-9%	-0.75	-0.18	-0.57	0.36

Compound activity deposited in PubChem BioAssay by several laboratories.
